PPARg SRC-3 ag: agonists of human PPARgamma SRC-3 coactivator recruitment | biochemical PPARgamma/SRC-3 coactivator recruitment assay | activation, % at 8 µM | hit rate 0.26% among 200,000; in the data active = activation above about 23%;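 also: 0% = DMSO and 100% = reference agonist; some compounds past the cut are filed as inactive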
PPARg SRC-2 ag: PPARgamma-driven SRC-2 recruitment agonism; PPARgamma LBD-SRC-2 recruitment, biochemical; P37231; hit rate 0.34% among 200,000; activation, % at 8 µM; in the data active = activation above about 22%;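 also: 0% = vehicle and 100% = reference agonist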
PPARg SRC1 recr: agonists of human PPARgamma SRC-1 coactivator recruitment; PPARgamma-SRC-1 coactivator recruitment biochemical assay; activation, % at 8 µM; hit rate 0.41% among 200,000; AID 631; in the data active = activation above about 19%;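 also: 0% = DMSO and 100% = reference agonist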
ROMK mod: modulators of human ROMK potassium channel | P48048 | Tet-inducible ROMK, thallium flux fluorescence; actives lie on both sides | B-score at 10 µM | hit rate 2% among 130,000 | AID 1918;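 active = signal ratio slope over the read window, or its plate-corrected B-score, at least 3 SD from the plate mean, either direction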;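 also: B-score of the F/F0 ratio slope over 7 to 12 s after thallium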
Target sequence (P48048 whole entry, looked up): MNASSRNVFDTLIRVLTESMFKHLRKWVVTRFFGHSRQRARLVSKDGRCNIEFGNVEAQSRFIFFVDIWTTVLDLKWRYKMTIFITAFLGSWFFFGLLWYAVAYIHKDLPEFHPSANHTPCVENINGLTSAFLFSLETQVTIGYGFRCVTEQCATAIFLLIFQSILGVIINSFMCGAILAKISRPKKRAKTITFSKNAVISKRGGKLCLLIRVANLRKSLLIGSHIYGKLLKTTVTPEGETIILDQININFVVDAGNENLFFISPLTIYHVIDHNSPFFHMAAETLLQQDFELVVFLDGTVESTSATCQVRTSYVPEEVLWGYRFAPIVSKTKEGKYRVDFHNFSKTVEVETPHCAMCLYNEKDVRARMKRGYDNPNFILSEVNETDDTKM
Diaph act CS: activates diaphorase or chemically reduces, flagging diaphorase assay artifacts; Diaphorase/resazurin coupled assay, resorufin fluorescence, 16 min; active compounds read high; 1 = vehicle wells, 0 = NADH-free wells; activation factor at 20 µM; hit rate 0.005% among 190,000; AID 1229;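 active = diaphorase activity raised at least twofold by the compound at 20 µM; inactive = activation factor below 2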
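Material: bacterial diaphorase enzyme (C. kluyveri); amount: enzyme 0.07 U/mL final; reagent: NADH substrate 0.114 mM plus resazurin dye 0.1 mM, final; doses: single compound dose of 20 µM, 1% DMSO final; timing: 16 min enzyme reaction, ambient temperature; measured by: fluorescence of resorufin, 544 nm excitation, 590 nm emission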
PMI act satM6P: increases human PMI activity with near-saturating mannose 6-phosphate | hit rate 0.34% among 190,000 | AID 1216 | coupled PMI enzyme assay, resazurin fluorescence, 20 min; active compounds read high; 1 = untreated enzyme, 0 = substrate-free blank | activation factor at 20 µM;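 active = activation factor of 2 or more at 20 µM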
Target sequence (P34949 whole entry, looked up): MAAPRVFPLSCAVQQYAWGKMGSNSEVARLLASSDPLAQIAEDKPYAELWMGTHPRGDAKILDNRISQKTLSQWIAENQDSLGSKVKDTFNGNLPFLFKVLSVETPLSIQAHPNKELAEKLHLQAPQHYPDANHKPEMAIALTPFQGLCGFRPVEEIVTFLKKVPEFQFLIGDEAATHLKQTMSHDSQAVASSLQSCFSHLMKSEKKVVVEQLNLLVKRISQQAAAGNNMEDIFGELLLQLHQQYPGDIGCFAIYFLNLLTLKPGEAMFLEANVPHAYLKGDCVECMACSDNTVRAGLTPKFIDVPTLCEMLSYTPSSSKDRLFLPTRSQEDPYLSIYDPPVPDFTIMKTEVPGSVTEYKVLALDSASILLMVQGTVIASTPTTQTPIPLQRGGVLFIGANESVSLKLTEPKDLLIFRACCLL
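assay system = human phosphomannose isomerase with PGI, G6PDH, diaphorase coupling enzymes | quantity = 15 ng/mL PMI | incubation = enzyme reaction with compound 20 min at room temperature | medium = HEPES pH 7.4 buffer with MgCl2 and Tween-20 | compound dosing = one concentration, 20 µM, in 1% DMSO | measured by = Diaphorase-driven resazurin-to-resorufin fluorescence, excitation 544, emission 590 nm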
G6PDH counter: counter-screen for G6PDH assay hits: L. mesenteroides G6PDH inhibition; Purified L. mesenteroides G6PDH, diaphorase/resazurin coupled fluorescence, 45 min; inhibition, % at 5 µM; hit rate 0.12% among 200,000; AID 1020; in the data active = inhibition above about 50%
Diaph inh CS: counter-screen for diaphorase-based assays: diaphorase inhibitors and chemical oxidizers; diaphorase resazurin-to-resorufin fluorescence, NADH, 16 min; bacterial (C. kluyveri) enzyme, not human; inhibition, % at 20 µM; hit rate 0.69% among 190,000; AID 1217;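 active = primary screen inhibition at 20 µM above a set limit, cut at about 50% in these data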;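 also: plate controls were DMSO with full reaction for no effect and wells lacking NADH for full effect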
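System: Bacterial diaphorase enzyme (C. kluyveri) | Incubation: 16-min room-temperature incubation before reading | Benchmarks: No-NADH positive control and DMSO neutral control | Measured by: Resorufin fluorescence 544/590 nm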
S1P3 antagonist: antagonists of human S1P3 receptor. Q99500. CHO S1P3 NFAT-BLA reporter, FRET fluorescence, antagonist mode. inhibition, % at 4.98 µM. hit rate 0.27% among 170,000;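 active = inhibition above the plate cutoff, the mean inhibition of test wells on that plate plus 3 SD, cut at about 28% in these data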;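 also: cells challenged with S1P at its EC80 of 0.8 µM; blue over green emission ratio from cleaved BLA substrate after 4 h stimulation; 0% = S1P-stimulated wells and 100% = unstimulated DMSO-only wells; some compounds past the cut are filed as inactive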
PMI act: phosphomannose isomerase (human) activation; P34949; purified human PMI, coupled resazurin fluorescence, 20 min; active compounds read high; 1 = vehicle control, 0 substrate-free wells; activation factor at 20 µM; hit rate 0.005% among 190,000;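 active = activation factor of 2 or more at 20 µM, relative to plate controls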
SRC2 TRFRET art: flags TR-FRET format artefacts in PPARgamma SRC-2 recruitment agonist screen. TR-FRET artefact counter-screen; active compounds read high. TR-FRET ratio at 8 µM. hit rate 0.4% among 200,000. AID 1049; in the data active = TR-FRET ratio above about 2000; also: inactives centre near 1500
* marks the source's active call; other numbers are inactive results; nt = not tested or not shown.

SMILES | PPARg SRC-3 ag | PPARg SRC-2 ag | PPARg SRC1 recr | ROMK mod | Diaph act CS | PMI act satM6P | G6PDH counter | Diaph inh CS | S1P3 antagonist | PMI act | SRC2 TRFRET art
O=C1OCCC1Sc1nnc(-c2ccc3c(c2)OCO3)n1-c1ccccc1 (stereo not given) | 3.1 | 3.8 | 8.8 | -0.359 | 0.8 | 0.9 | 10.3 | 21.5 | -3.2 | 0.9 | 1573
Cn1c(=O)[nH]c(=O)c2c1nc(CN1CCN(c3ccc(F)cc3)CC1)n2CCCc1ccccc1 | -1.7 | -1.1 | 6.3 | nt | 0.8 | 0.9 | 4.5 | 15.0 | 6.9 | 1 | 1642
CS(=O)(=O)c1ccc2nc(NC(=O)CN3CCCCCC3)sc2c1 | 4.1 | -0.3 | 3.8 | nt | 0.8 | 1.1 | 1.4 | 16.0 | -40.9 | 1.1 | 1569
COC(=O)c1cc(Br)c(=O)n(-c2cc(C)on2)c1 | 12.0 | 6.5 | 10.1 | -0.222 | 0.9 | 1 | 7.5 | 11.8 | nt | 1.1 | 1648
O=C(/C=C/c1ccc(Cl)cc1Cl)N1CCN(c2ccc([N+](=O)[O-])c(N3CCOCC3)c2)CC1 | -2.4 | 3.1 | 0.5 | -0.00976 | 0.9 | 0.9 | 16.6 | 6.4 | -11.3 | 0.8 | 1499
CSc1nc2nccc(-c3ccc4c(c3)OCO4)n2n1 | -1.3 | 7.2 | -1.1 | 0.949 | 0.9 | 1 | -1.8 | 12.7 | -26.0 | 1.2 | 1657
COC(=O)c1c(NC(=O)c2c(C)noc2C)sc2c1CCCCCC2 | 10.7 | 4.5 | 2.5 | 0.167 | 0.9 | 0.9 | 2.7 | 7.3 | 5.8 | 0.9 | 1506
CCOc1ccc(C2C3=C(CCCC3=O)Nc3nc(C(F)(F)F)nn32)cc1OC (stereo not given) | -4.0 | 5.5 | -0.4 | nt | 1 | 1 | 9.4 | 4.0 | -6.4 | 1 | 1667
CCc1ccc(-n2c(Cc3ccccc3)n[nH]c2=S)cc1 | 3.6 | 5.7 | 4.3 | 0.652 | 0.8 | 0.9 | 5.0 | 20.3 | -1.2 | 0.9 | 1453
COC(=O)Cn1c(=NC(=O)c2nc3ccccc3s2)sc2cc(S(C)(=O)=O)ccc21 | -1.7 | -0.9 | -9.0 | 0.468 | 0.8 | 0.9 | 7.4 | 17.3 | -8.1 | 0.8 | 1354
Cc1cc(C)n(-c2c(F)c(F)c(CN3CCCCC3)c(F)c2F)n1 | -5.3 | 1.6 | -4.5 | -0.646 | 0.9 | 1 | 8.9 | 10.2 | nt | 0.9 | 1376
OCCN1CCN(C(=S)c2ccc(Cl)cc2)CC1 | -1.8 | -1.5 | 0.1 | nt | 0.9 | 0.9 | -4.5 | 7.8 | 1.4 | 0.9 | 1474
Cc1ccc(-n2c(-c3ccco3)nc3nc4ccccc4nc32)cc1F | 0.4 | 2.2 | -4.1 | 0.487 | 0.8 | 0.9 | -10.2 | 19.2 | nt | 0.9 | 1327
CCC(=O)N1CCCc2cc(S(=O)(=O)N3CCN(c4ccccn4)CC3)ccc21 | 1.4 | 1.4 | -1.7 | nt | 0.8 | 0.9 | -3.8 | 16.8 | -8.9 | 0.9 | 1503
O=C(Nc1ccc(NC(=O)C2CC2)nc1)c1ccccn1 | -3.8 | -5.7 | 9.2 | 0.565 | 0.9 | 1 | -8.8 | 7.5 | nt | 1 | 1656
COC(=O)c1sccc1NC(=O)CN1CCN(c2ccc(F)cc2)CC1 | -6.7 | 4.8 | 6.2 | nt | 0.8 | 1 | 13.7 | 18.4 | 6.5 | 1 | 1678
Cc1ccccc1OCC(=O)Nc1cccc(C(=O)O)c1 | -1.7 | -3.6 | -6.4 | -0.138 | 1.2 | 1.1 | 2.5 | -18.7 | 5.8 | 1.1 | 1546
CCCOc1ccccc1-n1sc2c(c1=S)-c1cc(OC)cc3c1N(C(=O)C3=O)C2(C)C | 4.4 | 9.2 | 2.1 | -0.142 | 0.8 | 0.9 | 13.8 | 21.1 | nt | 0.8 | 1554
CCOc1cccc(N2C(=O)CC(N(CCc3ccc(OC)c(OC)c3)C(=O)CC)C2=O)c1 (stereo not given) | 2.9 | 0.4 | -0.5 | 1.19 | 0.9 | 0.7 | -5.2 | 7.0 | nt | 0.4 | 1368
Cc1[nH]c2ccccc2c1/C=N/Nc1ccccn1 | 8.9 | 9.7 | 15.2 | -0.656 | 0.8 | 0.9 | -1.7 | 21.1 | -28.6 | 0.9 | 2002*

One compound at a time, as listed above:
COC(=O)c1c(NC(=O)c2c(C)noc2C)sc2c1CCCCCC2 as listed: PPARg SRC-3 ag = 10.7; PPARg SRC-2 ag = 4.5; PPARg SRC1 recr = 2.5; ROMK mod = 0.167; Diaph act CS = 0.9; PMI act satM6P = 0.9; G6PDH counter = 2.7; Diaph inh CS = 7.3; S1P3 antagonist = 5.8; PMI act = 0.9; SRC2 TRFRET art = 1506
COC(=O)Cn1c(=NC(=O)c2nc3ccccc3s2)sc2cc(S(C)(=O)=O)ccc21 as listed: PPARg SRC-3 ag = -1.7; PPARg SRC-2 ag = -0.9; PPARg SRC1 recr = -9.0; ROMK mod = 0.468; Diaph act CS = 0.8; PMI act satM6P = 0.9; G6PDH counter = 7.4; Diaph inh CS = 17.3; S1P3 antagonist = -8.1; PMI act = 0.8; SRC2 TRFRET art = 1354

Sorted by length of the SMILES (falling): part of the list above.
SMILES | PPARg SRC-3 ag | PPARg SRC-2 ag | PPARg SRC1 recr | ROMK mod | Diaph act CS | PMI act satM6P | G6PDH counter | Diaph inh CS | S1P3 antagonist | PMI act | SRC2 TRFRET art
CCOc1ccc(C2C3=C(CCCC3=O)Nc3nc(C(F)(F)F)nn32)cc1OC (stereo not given) | -4.0 | 5.5 | -0.4 | nt | 1 | 1 | 9.4 | 4.0 | -6.4 | 1 | 1667
CSc1nc2nccc(-c3ccc4c(c3)OCO4)n2n1 | -1.3 | 7.2 | -1.1 | 0.949 | 0.9 | 1 | -1.8 | 12.7 | -26.0 | 1.2 | 1657
OCCN1CCN(C(=S)c2ccc(Cl)cc2)CC1 | -1.8 | -1.5 | 0.1 | nt | 0.9 | 0.9 | -4.5 | 7.8 | 1.4 | 0.9 | 1474

Returning to the listing, repeating the 2 entries before the break.
SMILES | PPARg SRC-3 ag | PPARg SRC-2 ag | PPARg SRC1 recr | ROMK mod | Diaph act CS | PMI act satM6P | G6PDH counter | Diaph inh CS | S1P3 antagonist | PMI act | SRC2 TRFRET art
CCOc1cccc(N2C(=O)CC(N(CCc3ccc(OC)c(OC)c3)C(=O)CC)C2=O)c1 (stereo not given) | 2.9 | 0.4 | -0.5 | 1.19 | 0.9 | 0.7 | -5.2 | 7.0 | nt | 0.4 | 1368
Cc1[nH]c2ccccc2c1/C=N/Nc1ccccn1 | 8.9 | 9.7 | 15.2 | -0.656 | 0.8 | 0.9 | -1.7 | 21.1 | -28.6 | 0.9 | 2002*
CCn1nc(C)c(CNC(=O)CC2C(=O)NCCN2CC(C)(C)C)c1C (stereo not given) | 2.1 | 2.8 | 5.5 | 0.14 | 0.9 | 0.9 | 13.2 | 8.6 | 0.2 | 0.9 | 1684
COc1ccc(C(=O)OCC(=O)Nc2cc(C)c(C)cc2[N+](=O)[O-])cc1 | -3.0 | 0.5 | -1.0 | 0.404 | 1 | 1 | -1.7 | 0.4 | -13.6 | 0.9 | 1485
Cc1ccc(Cl)cc1N1CCN(Cc2nc3c(c(=O)[nH]c(=O)n3C)n2CCc2ccccc2)CC1 | -3.5 | 9.3 | -5.3 | nt | 1 | 1.1 | 4.0 | 3.1 | 9.6 | 1.1 | 1673
COc1ccc(-c2[nH]ncc2/C=N/NC(=O)c2cc(Br)ccc2O)c(OC)c1 | 3.6 | -1.2 | 1.0 | 0.086 | 0.9 | 1.1 | -24.8 | 8.8 | 7.8 | 1 | 1434
COc1ccc(C(C(=O)Nc2ccc(F)cc2)N(C(=O)Cn2nnc3ccccc32)C2CC2)cc1 (stereo not given) | 1.7 | 7.7 | 0.5 | nt | 0.8 | 0.8 | 11.6 | 18.7 | nt | 0.7 | 1556
CC(C)C(c1nnnn1C1CCCCC1)N1CCc2ccccc21 (stereo not given) | 6.5 | -3.1 | 0.8 | nt | 0.9 | 0.9 | 1.2 | 12.8 | nt | 0.9 | 1485
O=C(CC1COc2ccccc2O1)NCc1ccccc1 (stereo not given) | 0.5 | 1.6 | -8.0 | -0.17 | 0.9 | 1 | 6.5 | 10.1 | 19.4 | 1 | 1279
CSc1ccccc1COC(=O)Nc1ccccc1C | -2.6 | -4.1 | 11.4 | -2.19 | 0.9 | 0.9 | 2.4 | 14.0 | 5.9 | 0.9 | 1696
COC(=O)c1c(C)[nH]c(O)c1C=Nc1ccc(Oc2ccccc2)cc1 | -8.9 | -9.7 | -3.6 | 1.65 | 0.8 | 0.8 | -2.3 | 18.1 | -16.5 | 1.1 | 1354
CCOC(=O)N1CCN(C(=O)CSc2nnc(C3COc4ccccc4O3)o2)CC1 (stereo not given) | -0.7 | -7.5 | -1.7 | nt | 1 | 1.1 | -3.5 | -3.7 | -4.6 | 1 | 1568
O=[n+]1c2c(n([O-])c3cc(F)c(N4CCCC4)cc31)CCCC2 | -2.3 | -9.4 | 12.9 | -6.33* | 0.5 | 0.5 | 10.8 | 47.4 | 20.8 | 0.7 | 1672
COCCOC1CCN(Cc2cn(Cc3ccccc3)nc2-c2cc3ccccc3o2)CC1 | -0.9 | -1.8 | 5.3 | -0.177 | nt | nt | 6.3 | nt | 12.5 | nt | 1391
CCOc1ccc(CC2CCC(=O)NC2=O)cc1 (stereo not given) | -0.2 | -3.3 | 2.7 | nt | 0.9 | 1.1 | -5.3 | 5.3 | -5.4 | 1 | 1416
Cc1cccc(/C=C2/C(=O)/C(=C/c3ccccc3C)C3CCC2N3C)c1 (stereo not given) | 2.2 | 8.5 | 5.1 | nt | 0.9 | 1 | 2.0 | 8.1 | nt | 0.9 | 1709
CC(C)N1CCN(Cc2nc3c(s2)CCCC3)CC1CCO (stereo not given) | 2.6 | 5.5 | 2.1 | 0.969 | 1 | 1.1 | 9.4 | 1.9 | -5.6 | 1 | 1614
COc1ccc(S(=O)(=O)N2CCC(C(N)=O)(N3CCCCC3)CC2)cc1 | -7.6 | -8.5 | 6.0 | nt | 0.9 | 1.1 | 2.1 | 9.7 | -25.4 | 1.1 | 1464

From PubChem BioAssay
